# ARFGAP1 inh: rat ARFGAP1 inhibition; inhibition, % at 16.5 µM; Arfgap1-stimulated ARF1 GTP hydrolysis, GDP FP detection; 360,000 tested, 0.26% active; AID 651572;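 active = inhibition above a per-plate limit, mean inhibition of low control wells plus 3 SD, cut at about 25% in these data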;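 also: 0% = DMSO wells with enzyme and 100% = wells lacking Arfgap1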
# Target sequence (Q62848 1-136 limits assumed): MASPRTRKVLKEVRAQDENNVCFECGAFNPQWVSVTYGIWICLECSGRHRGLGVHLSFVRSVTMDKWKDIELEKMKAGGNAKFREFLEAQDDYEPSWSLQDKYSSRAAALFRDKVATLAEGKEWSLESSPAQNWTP
#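 System: truncated rat Arfgap1 GAP domain / Medium: HEPES-based buffer, pH 7.5 / Also added: N-terminally truncated human ARF1-GTP substrate / Incubation: enzyme reaction 120 min at 25 °C after 20 min preincubation / Measured by: FP of antibody-bound GDP Alexa 633 tracer, ex 620/em 688 nm / Replicates: singlicate, each compound tested once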
# PLC-beta3 inh: blocks human PLC-beta3 enzyme activity; Purified PLC-beta3, fluorogenic substrate, fluorescence; 370,000 tested, 0.18% active; Q01970; inhibition, % at 12.2 µM; in the data active = inhibition above about 11%;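 also: 0% = median of compound wells on plate and 100% = full blocker control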
# ASAP1 GAP inh: blocks human ASAP1-stimulated Arf1 GTP hydrolysis; Q9ULH1; GDP FP detection; inhibition, % at 16.5 µM; 360,000 tested, 0.19% active; AID 624377; in the data active = inhibition above about 25%;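 also: 0% = vehicle with enzyme and substrate and 100% = no enzyme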
# Tn6 DDE FP: disrupts Tn6 cyclic peptide binding to fibrin D-Dimer-E complex; P02675; 370,000 tested, 0.21% active; Fibrin DD(E) TRITC-Tn6 fluorescence polarization displacement; inhibition, % at 8.3 µM; AID 720509;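 active = inhibition above a per-campaign cutoff: mean of compounds within control limits plus 3 SD, cut at about 15% in these data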;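 also: 0% = median of all compound wells on the plate and 100% = blocking peptide control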
# Target sequence (P02675 whole entry, looked up): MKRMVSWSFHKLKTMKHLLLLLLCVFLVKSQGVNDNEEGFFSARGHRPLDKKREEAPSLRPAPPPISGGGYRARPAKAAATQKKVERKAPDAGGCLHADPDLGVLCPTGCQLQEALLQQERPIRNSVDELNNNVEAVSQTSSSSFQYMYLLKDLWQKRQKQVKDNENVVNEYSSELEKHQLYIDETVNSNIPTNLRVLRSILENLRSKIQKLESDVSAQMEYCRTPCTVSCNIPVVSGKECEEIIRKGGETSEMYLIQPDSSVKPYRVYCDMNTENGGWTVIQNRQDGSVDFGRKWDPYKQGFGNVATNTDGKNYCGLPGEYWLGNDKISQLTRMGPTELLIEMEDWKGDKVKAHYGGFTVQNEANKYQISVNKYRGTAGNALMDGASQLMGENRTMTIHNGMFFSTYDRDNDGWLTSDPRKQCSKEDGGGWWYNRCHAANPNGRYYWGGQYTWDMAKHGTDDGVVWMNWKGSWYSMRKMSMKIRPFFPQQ
# UHRF1 MBD2 ctr: human UHRF1 methylated DNA binding inhibitors. Q96T88. UHRF1 binding to methylated oligo, TR-FRET. inhibition, % at 4.4 µM. 370,000 tested, 0.75% active; in the data active = inhibition above about 21%;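 also: UHRF1 SRA domain binding a hemimethylated CpG hairpin DNA probe; 0% = median of test compound wells and 100% = reference inhibitor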
# PLC-gamma1 inh: inhibitors of human phospholipase C gamma1; purified PLC-gamma1, fluorogenic substrate, fluorescence; P19174; 370,000 tested, 0.84% active; inhibition, % at 12.2 µM; AID 720700; in the data active = inhibition above about 9.5%
# ADAM17 inh: inhibits human ADAM17. P78536. recombinant ADAM17, EDANS/DABCYL FRET peptide cleavage. inhibition, % at 6.95 µM. 370,000 tested, 0.83% active. AID 720648;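 active = inhibition above the mean of compounds lying between control limits plus 3 SD, set per campaign, cut at about 8.5% in these data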;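 also: 0% = DMSO-only wells as the low control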
# DDE Tn7 FP inh: disrupts Tn7 cyclic peptide binding to fibrin D-Dimer-E complex. FP displacement of FITC-Tn7 peptide from fibrin DD(E); 0% = median of compound wells per plate. inhibition, % at 8.3 µM. 370,000 tested, 0.13% active;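 active = inhibition above the mean of compounds falling within the control limits plus 3 SD of them, cut at about 14% in these data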;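 also: 0% = plate median of compound wells and 100% = 10 µM Aha-Tn7 peptide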
#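 Measure: % inhibition scaled between sample-field median and high-control FP; Test system: human fibrin DD(E); Quantity: 2 µM final DD(E) protein; Doses: one dose, 8.3 µM nominal; Schedule: compound with protein 10 min, then 3 h after probe, room temperature; Detection: fluorescence polarization; Medium: Tris buffer with calcium and detergent, pH 7.8.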
# MBD2 inh: blocks human MBD2 binding to methylated DNA; Q9UBB5; TR-FRET, MBD2 binding to methylated oligonucleotide; inhibition, % at 4.4 µM; 370,000 tested, 0.31% active; AID 686964; in the data active = inhibition above about 13%
# Target sequence (Q9UBB5 whole entry, looked up): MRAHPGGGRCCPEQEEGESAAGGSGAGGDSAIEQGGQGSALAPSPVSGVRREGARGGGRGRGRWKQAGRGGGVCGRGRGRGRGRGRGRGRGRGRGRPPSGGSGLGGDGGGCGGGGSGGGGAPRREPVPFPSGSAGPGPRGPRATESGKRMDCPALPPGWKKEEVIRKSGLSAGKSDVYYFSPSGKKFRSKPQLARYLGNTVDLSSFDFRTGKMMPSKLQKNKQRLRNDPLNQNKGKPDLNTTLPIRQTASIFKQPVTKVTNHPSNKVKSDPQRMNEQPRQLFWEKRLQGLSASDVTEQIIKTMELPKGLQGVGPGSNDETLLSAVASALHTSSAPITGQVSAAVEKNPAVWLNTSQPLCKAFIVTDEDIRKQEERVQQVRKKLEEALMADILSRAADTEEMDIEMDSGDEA
# proKLK7 act: activates the human kallikrein-7 zymogen | AID 652039 | purified proKLK7, EDANS-DABCYL substrate fluorescence; 100% is mature enzyme control, 0% vehicle | 370,000 tested, 0.9% active | activation, % at 7 µM;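 active = activation above the mean of all tested compounds plus 3 SD, computed per campaign excluding outliers beyond control limits, cut at about 13% in these data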
# The depositor's hits bear a star; / = no result given. Hits appear at their usual frequency. Share with any hit: about 4.1%.
SMILES,ARFGAP1 inh,PLC-beta3 inh,ASAP1 GAP inh,Tn6 DDE FP,UHRF1 MBD2 ctr,PLC-gamma1 inh,ADAM17 inh,DDE Tn7 FP inh,MBD2 inh,proKLK7 act
CN(C)c1cccc(C(=O)Nc2ccc(S(=O)(=O)Nc3nccs3)cc2)c1,-5,-70,7,-5,-1,-51,-3,3,0,0.2
Fc1ccc(CNC2CCN(Cc3ccccc3)CC2)cc1,11,3,-4,-6,5,-3,-1,0,5,0.1
CC1CC(C)CN(c2cc(=O)n(Cc3ccc(F)cc3)c(=O)[nH]2)C1 (stereo unspecified),0,4,-1,-5,0,3,-3,-4,-5,-0.3
CN(C)c1ccc(C(=O)NCC2CCN(C(=O)C(=O)c3cccs3)CC2)cc1,1,2,-3,-10,-2,0,1,-2,-1,0.9
FC(F)(F)c1cccc(CNC(=S)Nc2ccccc2)c1,-1,7,5,2,-2,4,1,0,1,-0.6
COc1ccccc1N1CCN(S(=O)(=O)CCNC(=O)c2cc(OC)c(OC)c(OC)c2)CC1,3,-7,-7,5,-4,1,-5,6,2,-0.1
COCCCNc1nc2nonc2nc1N1CCN(C2CCCC2)CC1,8,-1,6,-10,-1,4,1,-5,3,-0.1
CN(C)c1ccc(C(=O)OCC(=O)NC2CCCCC2)cc1,3,1,4,2,4,2,0,1,3,-0.1
CN(C)S(=O)(=O)c1cccc(NC(=O)COc2nc3ccccc3nc2N2CCOCC2)c1,-8,-12,-10,2,0,-9,4,1,-2,0.3
O=C(Nc1ccccc1F)Nc1ccccc1F,-2,3,16,1,-2,2,-3,4,2,0.5
CCSc1ccc([C@@H]2[C@@H]3C(=O)N(CC)C(=O)[C@@H]3[C@]3(C(=O)OC)CCCCN23)cc1OC,-1,-9,-13,-1,-1,-8,-2,0,0,0.2
O=C(Nc1ccccc1F)c1coc(=O)c(Br)c1,-1,-219,9,-8,2,-150,-227,2,1,-4.3
Cc1ccc(-n2c(COc3cccc(C)c3)n[nH]c2=S)cc1,3,-4,14,-1,-2,1,0,-1,-2,0.1
c1cncc(-c2nnc(C3CCCCC3)o2)c1,1,1,-5,5,2,-3,-6,11,3,-0.1
COc1ccc(NS(=O)(=O)c2cc(C(=O)NNC(=O)c3ccncc3)ccc2OC)c(OC)c1,4,-4,-18,-1,-2,0,-4,5,-2,0.0

# An excerpt of the results above:
SMILES,ARFGAP1 inh,PLC-beta3 inh,ASAP1 GAP inh,Tn6 DDE FP,UHRF1 MBD2 ctr,PLC-gamma1 inh,ADAM17 inh,DDE Tn7 FP inh,MBD2 inh,proKLK7 act
CC1CC(C)CN(c2cc(=O)n(Cc3ccc(F)cc3)c(=O)[nH]2)C1 (stereo unspecified),0,4,-1,-5,0,3,-3,-4,-5,-0.3
CN(C)c1ccc(C(=O)NCC2CCN(C(=O)C(=O)c3cccs3)CC2)cc1,1,2,-3,-10,-2,0,1,-2,-1,0.9
FC(F)(F)c1cccc(CNC(=S)Nc2ccccc2)c1,-1,7,5,2,-2,4,1,0,1,-0.6
COc1ccccc1N1CCN(S(=O)(=O)CCNC(=O)c2cc(OC)c(OC)c(OC)c2)CC1,3,-7,-7,5,-4,1,-5,6,2,-0.1
COCCCNc1nc2nonc2nc1N1CCN(C2CCCC2)CC1,8,-1,6,-10,-1,4,1,-5,3,-0.1
CN(C)c1ccc(C(=O)OCC(=O)NC2CCCCC2)cc1,3,1,4,2,4,2,0,1,3,-0.1
CN(C)S(=O)(=O)c1cccc(NC(=O)COc2nc3ccccc3nc2N2CCOCC2)c1,-8,-12,-10,2,0,-9,4,1,-2,0.3
O=C(Nc1ccccc1F)Nc1ccccc1F,-2,3,16,1,-2,2,-3,4,2,0.5
CCSc1ccc([C@@H]2[C@@H]3C(=O)N(CC)C(=O)[C@@H]3[C@]3(C(=O)OC)CCCCN23)cc1OC,-1,-9,-13,-1,-1,-8,-2,0,0,0.2
O=C(Nc1ccccc1F)c1coc(=O)c(Br)c1,-1,-219,9,-8,2,-150,-227,2,1,-4.3
Cc1ccc(-n2c(COc3cccc(C)c3)n[nH]c2=S)cc1,3,-4,14,-1,-2,1,0,-1,-2,0.1
c1cncc(-c2nnc(C3CCCCC3)o2)c1,1,1,-5,5,2,-3,-6,11,3,-0.1
COc1ccc(NS(=O)(=O)c2cc(C(=O)NNC(=O)c3ccncc3)ccc2OC)c(OC)c1,4,-4,-18,-1,-2,0,-4,5,-2,0.0

# Arranged by the number under UHRF1 MBD2 ctr (rising): 3 from the list above.
smiles	UHRF1 MBD2 ctr
COc1ccc(NS(=O)(=O)c2cc(C(=O)NNC(=O)c3ccncc3)ccc2OC)c(OC)c1	-2
CCSc1ccc([C@@H]2[C@@H]3C(=O)N(CC)C(=O)[C@@H]3[C@]3(C(=O)OC)CCCCN23)cc1OC	-1
CN(C)c1ccc(C(=O)OCC(=O)NC2CCCCC2)cc1	4

# Next part
SMILES,ARFGAP1 inh,PLC-beta3 inh,ASAP1 GAP inh,Tn6 DDE FP,UHRF1 MBD2 ctr,PLC-gamma1 inh,ADAM17 inh,DDE Tn7 FP inh,MBD2 inh,proKLK7 act
CC1CCCN(C(=O)Cn2nnc(-c3cccnc3)n2)C1 (stereo unspecified),26*,0,-6,-2,0,3,1,-9,-2,-1.0
Cc1cc(NC(=O)CSc2nnnn2-c2ccccc2F)no1,-9,-3,-4,-4,0,3,0,-7,-3,-0.6
CCOC(=O)c1ccc(S(=O)(=O)N2CCN(Cc3cc4c(cc3O)OCO4)CC2)cc1,2,-8,10,1,0,-3,-2,1,-4,0.3
NC(=S)N/N=C/c1coc2c(ccc3ccccc32)c1=O,-4,-3,6,8,-8,-4,1,3,-6,1.8
O=C(CSc1nc2ccc(Cl)cc2[nH]1)N1CCN(C(=O)c2ccco2)CC1,-7,2,5,-7,-1,6,3,0,-2,0.0
O=C(Cn1cc2c(n1)CCCC2)NCc1cccs1,9,7,-7,0,0,1,0,1,-8,-0.3
CC(C)N(C)c1ncnc2c1ncn2[C@H]1CN(Cc2ccc(F)cc2)C[C@@H](CO)O1,-5,4,15,-1,4,-1,2,0,2,0.6
COc1ccc(C(=O)NC(=S)N2CCN(c3ccccc3O)CC2)cc1,-6,-9,8,7,7,-3,-5,-3,5,-0.1
COc1ncnc2c1ncn2CCCNCc1ccco1,-13,-1,-16,-4,-1,-3,-10,3,1,-0.1
COc1ccc(C(=O)OC(C)CN2CCOCC2)cc1OC (stereo unspecified),-3,3,-11,-1,5,4,-4,-2,-2,0.1
C[C@@H]1C[C@H](O)CCCCCC(=O)Cc2cc(O)cc(O)c2C(=O)O1,/,2,/,3,1,1,-1,-3,0,0.3
O=C1CC(C(=O)Nc2ccccc2)C2(CCCCC2)O1 (stereo unspecified),4,0,3,-6,0,2,1,1,-7,-0.7
Cc1ccc(Nc2nc(N)c3ccccc3n2)cc1Cl,1,-24,0,-9,38*,-14,-11,0,-2,-0.2
CC(C)(C)n1cnc2cc(NS(=O)(=O)c3ccccc3)ccc21,-1,-1,13,-3,-3,0,-2,4,3,-0.1
CCc1c(C)c2ccc(OC3CCCCC3=O)cc2oc1=O (stereo unspecified),-18,-40,7,-4,1,-23,-67,-10,1,1.9
CCOC(=O)CSc1nc(NC#N)nc(N(CC)CC)n1,-3,-1,-10,-7,2,-2,-5,-6,3,0.0
COc1cccc(CNc2ncn[nH]2)c1OCc1ccccc1F,12,-3,4,0,2,1,-4,-1,2,-0.1
O=C(CN1C(=O)c2ccccc2S1(=O)=O)N1CCN(c2ccc(F)cc2)CC1,5,7,1,-10,1,11*,8,-6,-1,-0.3
CCOC(=O)C1C(=O)C=C(c2ccccc2)CC1c1ccccc1 (stereo unspecified),-4,-12,2,-5,-1,-7,-2,5,-3,0.8
CCCCCCOC(=O)c1ccc(NC(=O)c2cc(OC)c(OC)c(OC)c2Br)cc1,7,4,-8,-9,-1,-1,0,-2,-4,-0.2
NS(=O)(=O)c1ccc(CNS(=O)(=O)c2ccc3ccccc3c2)cc1,4,-9,-3,-1,1,5,-4,5,4,-0.6
C=CC[C@@H](CC(=O)NCCO)C(=O)NC[C@H](OC(=O)[C@@H](CC=C)Cc1ccc(F)cc1)c1ccccc1,1,0,-4,2,-2,4,1,-5,-4,0.4
Cc1cc(C)cc(OCC(=O)OCc2cc([N+](=O)[O-])cc3c2OCOC3)c1,-11,-3,-2,-2,2,1,0,7,6,0.7
CN(C)CCCNc1nc2cc(-c3cccc(Cl)c3)sc2c(=O)n1C,-7,-6,-1,-6,-2,-5,-11,1,-5,0.5
CCn1c(CC(=O)Nc2ccccc2C)nnc1SCC(=O)Nc1nncs1,3,-6,13,1,4,1,1,-3,-1,-0.1
Cc1ccc(S(=O)(=O)N2CCN(C(=O)Cn3c(=O)oc4ccccc43)CC2)cc1,-14,-2,-8,-1,7,1,0,-3,2,0.8
CS/C(=C\[N+](=O)[O-])Nc1ccc(F)cc1,0,8,-2,-2,5,6,13*,2,-4,-0.2
Cc1cc(Cl)c2oc(C(=O)N(C)C(C)c3ccccn3)c(C)c2c1 (stereo unspecified),-2,-4,2,-7,0,0,3,-2,-2,0.4
CCn1c(NCc2ccccc2NS(=O)(=O)c2ccc(C)cc2)nc2ccccc21,8,12*,1,0,1,9,16*,-10,-6,-0.8
COc1ccc(-c2nc(CSCC(=O)NC3CCCc4ccccc43)c(C)o2)cc1 (stereo unspecified),19,-9,5,1,3,-7,-2,11,1,0.1
COc1ccc(F)cc1S(=O)(=O)N1CCC2(CC1)OCCN2S(=O)(=O)c1ccccc1,6,-11,-2,-2,2,4,-1,2,7,0.2
Cc1cc(N/C=C/C(=O)c2ccc(Br)cc2)no1,-5,-4,5,-2,-1,-2,-4,2,4,-0.6
CN(C)c1ccc(CN(CC2CCCO2)C(=O)c2cc3ccccc3o2)cc1 (stereo unspecified),-1,1,12,0,-1,0,1,-8,0,-0.7
O=C(NC1CCCCC1)C1CCCN(S(=O)(=O)c2ccc(Br)s2)C1 (stereo unspecified),-5,5,2,7,-1,3,-1,-4,-4,0.1
O=C1C(Nc2ccccc2)=CC(c2ccc(O)cc2)N1c1ccccc1 (stereo unspecified),-5,-294,-9,-4,-3,-208,-6,2,3,-1.0
O=S(=O)(c1ccc(Sc2nnc3ccccn23)nc1)N1CCOCC1,-18,-3,-10,9,-1,-2,-1,5,-4,0.6
COc1ccc(OC)c(CN2C(=O)CCCC2(C)c2nnnn2C2CCCC2)c1 (stereo unspecified),/,1,/,-2,-2,0,-2,2,-2,0.4
C=CCNc1nc2cc(-c3cccc(NC(C)=O)c3)sc2c(=O)n1C,12,-11,11,3,0,-8,-21,-3,4,0.4

# Screens from PubChem BioAssay.
